# ABHD4 inh: ABHD4 (mouse) inhibition, primary FP screen; AID 720543; Q8VD66; hit rate 0.54% among 370,000; purified mABHD4, FP-Rh probe fluorescence polarization; inhibition, % at 8.92 µM;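 active = inhibition exceeding the mean over every tested compound plus 3 SD, cut at about 30% in these data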;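 note: 0% = plate median of compound wells and 100% = S159A mutant with DMSO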
#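 Assay system: wild-type mouse ABHD4 protein; compound: single nominal dose of 8.92 µM, 0.89% DMSO final; schedule: 45 min + 60 min at 25 °C; measured by: FP readout, ex 525 nm / em 598 nm; evaluation: % inhibition of FP-Rh probe binding versus controls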
# TCR CD3 inh: blocks the human TCR-CD3 interaction; TAMRA-labeled TCR probe fluorescence, biochemical; inhibition, % at 9.4 µM; hit rate 0.37% among 360,000; AID 651800; in the data active = inhibition above about 19%;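 note: recombinant mutant TCR 2C K166C tagged with TAMRA read by polarization; 0% = receptor in buffer alone and 100% = receptor with positive control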
# UHRF1 MBD2 ctr: UHRF1 methyl-DNA binding inhibition. inhibition, % at 4.4 µM. UHRF1 binding to methylated oligo, TR-FRET. Q96T88. hit rate 0.75% among 370,000. AID 687016; in the data active = inhibition above about 21%;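 note: UHRF1 SRA domain binding a hemimethylated CpG hairpin DNA probe; 0% = median of test compound wells and 100% = reference inhibitor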
# TDP2 absorb: blocks human TDP2 phosphodiesterase activity | O95551 | recombinant TDP2, T5PNP hydrolysis, p-nitrophenol absorbance 415 nm | inhibition, % at 12.8 µM | hit rate 0.34% among 370,000 | AID 720702;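 active = inhibition above the mean of all tested compounds plus 3 SD, set per campaign, cut at about 25% in these data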;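 note: 0% = DMSO with enzyme and 100% = buffer with substrate but no TDP2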
# Target sequence (O95551 whole entry, looked up): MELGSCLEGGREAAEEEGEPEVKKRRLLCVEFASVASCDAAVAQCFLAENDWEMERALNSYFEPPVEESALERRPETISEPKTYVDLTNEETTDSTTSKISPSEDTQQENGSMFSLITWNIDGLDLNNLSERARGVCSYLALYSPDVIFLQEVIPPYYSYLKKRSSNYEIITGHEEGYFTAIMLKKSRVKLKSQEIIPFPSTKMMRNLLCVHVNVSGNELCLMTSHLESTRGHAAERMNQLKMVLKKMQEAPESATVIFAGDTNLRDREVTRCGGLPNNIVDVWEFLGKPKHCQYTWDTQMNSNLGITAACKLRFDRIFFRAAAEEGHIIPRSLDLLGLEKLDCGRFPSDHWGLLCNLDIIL
#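 Material: recombinant human TDP2; quantity: TDP2 enzyme at 120 nM final; medium: Tris-HCl pH 7.5 with MgCl2; compound: single concentration, 12.8 µM nominal, with 1% DMSO; incubation: 2 h enzyme incubation at 37 °C; signal: epi absorbance; measure: percent inhibition; benchmarks: high control without enzyme, low control DMSO plus TDP2; repeats: singlicate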
# PG9 Ab binder: small molecules binding HIV-1 gp120 antibody PG9 | TR-FRET gp120-PG9 antibody binding | inhibition, % at 6.7 µM | hit rate 0.43% among 360,000 | AID 624416; in the data active = inhibition above about 8.5%
# SIAE inh: blocks human sialic acid acetylesterase; SIAE FP-Rh probe binding, fluorescence polarization; hit rate 0.69% among 370,000; inhibition, % at 9.66 µM; Q9HAT2;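 active = inhibition above a cutoff: mean of compounds within the control limits plus 3 SD of those, cut at about 17% in these data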;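 note: 0% = plate median of compound wells and 100% = probe without SIAE protein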
# DDE Tn7 FP inh: disrupts Tn7 cyclic peptide binding to fibrin D-Dimer-E complex; FP displacement of FITC-Tn7 peptide from fibrin DD(E); 0% = median of compound wells per plate; inhibition, % at 8.3 µM; hit rate 0.13% among 370,000; AID 720508;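 active = inhibition above the mean of compounds falling within the control limits plus 3 SD of them, cut at about 14% in these data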;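 note: 0% = plate median of compound wells and 100% = 10 µM Aha-Tn7 peptide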
#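 system = human fibrin DD(E) protein | quantity = DD(E) 2 µM final | medium = Tris/NaCl/CaCl2 buffer, pH 7.8 | also added = labelled Tn7 tracer, 0.1 µM | compound dosing = single point at 8.3 µM | timing = compound with protein 10 min, then 3 h after probe, room temperature | signal = FP measurement | benchmarks = Aha-Tn7 high control | repeats = one replicate per compound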
# HTRA1 inh: inhibitors of human serine peptidase HTRA1. Q92743. inhibition, % at 5.96 µM. hit rate 0.5% among 340,000. recombinant HTRA1, FP-rhodamine activity-based probe, fluorescence polarization; in the data active = inhibition above about 36%;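 note: 0% = enzyme with DMSO and 100% = wells lacking enzyme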
# LEDGF integ inh: blocks HIV-1 LEDGF/p75-dependent DNA integration. AID 743269. inhibition, % at 3.7 µM. TR-FRET IN-LEDGF/p75 DNA integration, Eu/Cy5. hit rate 0.64% among 370,000;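 active = inhibition above the screen-wide mean plus 3 SD, cut at about 13% in these data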;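 note: signal is the Cy5 over europium emission ratio at 671 and 618 nm; 0% = plate median of compound wells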
# PRMT1 inh: inhibitors of human PRMT1; Q99873; inhibition, % at 2.79 µM; recombinant PRMT1, activity-based probe fluorescence polarization; hit rate 1.3% among 370,000;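 active = inhibition above about 21% made by adding two undisclosed values, limit read from the data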
# Target sequence (Q99873 whole entry, looked up): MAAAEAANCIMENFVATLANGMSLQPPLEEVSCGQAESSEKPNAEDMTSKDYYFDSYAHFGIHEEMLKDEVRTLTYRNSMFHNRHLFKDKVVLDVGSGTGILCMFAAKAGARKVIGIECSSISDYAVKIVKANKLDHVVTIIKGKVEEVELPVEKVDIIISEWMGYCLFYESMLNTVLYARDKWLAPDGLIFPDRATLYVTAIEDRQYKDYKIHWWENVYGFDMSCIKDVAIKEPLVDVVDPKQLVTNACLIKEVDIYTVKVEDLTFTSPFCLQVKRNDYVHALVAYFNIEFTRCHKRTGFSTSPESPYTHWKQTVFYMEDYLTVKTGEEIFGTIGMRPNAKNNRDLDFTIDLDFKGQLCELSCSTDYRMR
# * marks the source's active call; other numbers are inactive results; . = no result given. The order is random (roughly 4.2% active in at least one column).
ABHD4 inh,TCR CD3 inh,UHRF1 MBD2 ctr,TDP2 absorb,PG9 Ab binder,SIAE inh,DDE Tn7 FP inh,HTRA1 inh,LEDGF integ inh,PRMT1 inh,mol
-2,3,-1,-3,-0.3,-1,6,-6,-1,1,CCCCN1C[C@H](Cc2ccccc2)[C@@H](CC(=O)NCc2ccc(OC)cc2)C1=O
-2,-7,7,-2,-1.2,-3,5,-8,6,23*,O=C(O)CCc1ccc(-c2ccccc2)n1CC(=O)O
5,0,3,-11,1.3,7,4,-2,0,-2,Cc1ccc(NC(=S)NCc2cccnc2)cc1
3,7,0,10,0.6,-3,-2,0,1,-1,O=C(O)C1C2C=CC(C2)C1C(=O)NCCCN1CCOCC1 (centres undefined)
2,2,0,4,0.4,-1,7,-3,0,-1,CC(C)(C)n1ncc2c(=O)n(CC(=O)Nc3ccccc3)cnc21
13,6,-1,-10,-0.2,-6,-1,-1,4,-7,CC(=O)c1cccc(Nc2nc(-c3ccccc3)cs2)c1
-5,-6,1,-3,0.4,9,-1,-10,0,4,CC1CN(C(=O)c2ccc(COc3ccccc3Cl)o2)CC(C)O1 (centres undefined)
-3,5,0,-5,-1.4,-2,-1,5,2,-4,Cn1nc(C(=O)NCC(=O)Nc2ccc(F)c(F)c2F)c2ccccc2c1=O
-1,-7,6,-15,0.6,3,-1,0,6,-6,Nc1ccc(C(=O)Nc2nccs2)cc1
5,-1,-1,-5,1.1,-5,4,-9,-4,1,Cc1cc(Cl)c(S(=O)(=O)Nc2cc(S(=O)(=O)N3CCOCC3)ccc2F)cc1OCC(N)=O
-2,-2,-1,8,0.3,3,-4,3,-3,-2,Cc1cc(C)n(C(=O)c2ccc(C)c(F)c2F)n1
-14,0,4,-5,-3.1,-19,-1,-23,2,-6,O=C(NCCCN1CCCC1)c1ccc2c(c1)N(Cc1cccc(Cl)c1)C(=O)c1ccccc1S2=O (centres undefined)
10,.,-1,0,.,-1,1,.,-2,0,O=C(Nc1ccccc1Cl)OC1CC2CC1[C@H]1CCCCN1[C@H]2Cc1ccccc1 (some centres undefined)
6,2,-1,8,-2.1,6,8,4,0,4,CC(=O)Nc1nonc1-c1nc2ccccc2n1N(C(C)=O)C(C)=O
3,7,3,3,-0.2,-1,-9,-2,-3,-1,O=C(Nc1ccccc1)Nc1ccccc1C(=O)NCCCN1CCOCC1
-2,-7,-2,-4,-0.7,-3,5,.,-4,5,CCN(CC)CCN(C(=O)c1ccc(N2C(=O)CCC2=O)cc1)c1nc2cc3c(cc2s1)OCO3
-2,2,-1,8,-0.9,3,-3,-30,0,2,O=C(Nc1ccc(C(=O)N2CCCCC2)cc1)Nc1cccc(Cl)c1
4,-3,-1,-9,0.5,1,1,3,-3,3,O=[N+]([O-])c1ccc(N2CCN(S(=O)(=O)c3ccc(Cl)cc3)CC2)cc1NCc1cccnc1
7,1,1,2,-0.1,3,4,-5,0,2,Cc1[nH]c(=O)[nH]c(=O)c1S(=O)(=O)N1CCCC(C(=O)NCc2ccccc2Cl)C1 (centres undefined)
-15,-6,2,-12,2.0,-7,2,-3,0,6,Cc1c(C(=O)NCc2ccco2)oc2ccc(S(=O)(=O)N3CCC4(CC3)OCCO4)cc12
3,16,2,7,0.3,1,-4,0,0,1,CN1C(=O)N(C)C2(CC1(C)C)CC(C)(C)N(C)C(=O)N2C
-1,6,0,0,-0.9,2,-4,-2,5,0,CCOc1ncccc1C(=O)OCC(=O)NCc1ccc2c(c1)OCO2
2,0,-1,6,-1.1,-2,4,0,-1,-3,CCCC(=O)Nc1ccc2c(c1)nc(CN1CCN(C(C)=O)CC1)n2C
1,-3,1,0,-1.4,-2,-2,.,4,-1,O=C(COc1ccc(CNC[C@H]2O[C@@H](n3ccc(=O)[nH]c3=O)[C@H](O)[C@@H]2O)cc1)Nc1nccs1
-4,-6,16,-3,-2.0,0,-3,0,-8,7,CCOC(=O)/C(=C\c1ccccc1)NC(=O)c1ccccc1
-27,-9,-4,4,-0.3,-9,-2,-50,0,0,CCOC(=O)c1ccc(NC(=S)NCCC2=CCCCC2)cc1
-26,-2,2,-1,1.4,-4,-8,-5,-2,0,COc1ccc(/C=N/NC(=O)c2ccccc2O)cc1CSc1ccccn1
5,3,-3,-9,-0.3,-24,2,-5,-4,2,COc1ccc(C(=O)NCCCNC(=O)c2cnccn2)cc1Br
3,3,-1,-4,0.6,-5,0,-10,-1,-4,CC(C)C(C)NC(=O)CN1C(=O)NC2(CCCCCC2)C1=O (centres undefined)
-6,-10,3,-7,0.0,-1,7,-2,-1,5,O=C1N(c2ccccc2)C2CS(=O)(=O)CC2N1c1ccc(Br)cc1 (centres undefined)
-3,-6,2,-8,-2.1,5,-4,-2,4,-2,COc1cc(CC(=O)Nc2ccc(N3CCOCC3)cc2)cc(OC)c1OC
-7,-8,1,-4,0.1,4,0,.,6,4,CC(C)C[C@@H]1COc2cc(F)ccc2S(=O)(=O)N1
-7,11,-2,2,-0.2,5,0,-6,2,1,COc1cccc(C2=NN(C(=O)CCCC(=O)O)C(c3cccs3)C2)c1 (centres undefined)
-1,3,12,-13,-2.3,-7,-3,-5,-1,-2,CCOc1ccc(/C=C/C(=O)c2ccccc2)cc1
1,-2,-2,-4,1.5,-4,9,-8,-2,-2,CCC(CC)C(=O)Nc1nnc(S(=O)(=O)N2CCCCCC2)s1
-2,8,0,9,-1.3,-4,-3,-1,0,2,CCOC(=O)c1cccc(NC(=O)Cn2cnc3c2c(=O)n(C)c(=O)n3C)c1
-5,0,0,11,-1.0,4,3,7,-3,-6,O=C(c1cc(-c2ccc(F)cc2)nc2ccccc12)N1CCC1
2,1,-2,5,-2.1,16,1,0,-2,0,CCC(=O)N1CCc2cc(S(=O)(=O)N3CCc4ccccc43)ccc21
-2,1,0,0,-0.7,-2,2,0,4,-8,COC(=O)c1cc(=O)n(Cc2ccc(OC)c(OC)c2)c(=Nc2ccc(F)cc2)s1
9,-2,4,4,3.0,4,2,0,6,7,CC1CCCC(C)N1/N=C/c1ccccc1F (centres undefined)
3,2,-4,-14,-0.2,-3,-6,3,2,-10,CN(C)CCN(C)C1CN(Cc2ccc([N+](=O)[O-])cc2)S(=O)(=O)C1 (centres undefined)
1,-7,2,-9,-0.4,-2,1,4,3,4,O=C(CNC(=O)c1ccco1)OCN1C(=O)c2ccccc2C1=O
0,10,1,5,-0.5,-1,0,6,3,-4,COc1cc(C(C)=O)ccc1OCC(O)CN1CCN(c2ccccc2)CC1 (centres undefined)
2,8,-3,-1,-3.0,6,-6,-2,-1,1,Cc1cc(C)c2c(-n3cccc3)c(C(=O)NNS(=O)(=O)c3ccccc3)sc2n1
5,-1,2,2,1.6,0,-1,-4,0,-3,COc1cc2cc(CN(CCc3ccccc3C)C(=S)NCCCN(C)C)c(=O)[nH]c2cc1OC
2,3,-3,6,-1.2,-1,-1,1,3,-4,CN(C)C(=O)/C(=C/c1ccc(-c2cccc([N+](=O)[O-])c2)o1)NC(=O)c1ccccc1
-3,3,-2,18,-1.7,-1,-6,4,1,-4,Cc1cc([N+](=O)[O-])cc2c1NC(=O)C2(O)N1CCCC(C)C1 (centres undefined)

# Twelve entries from above in another layout:
SMILES | ABHD4 inh | TCR CD3 inh | UHRF1 MBD2 ctr | TDP2 absorb | PG9 Ab binder | SIAE inh | DDE Tn7 FP inh | HTRA1 inh | LEDGF integ inh | PRMT1 inh
CCC(CC)C(=O)Nc1nnc(S(=O)(=O)N2CCCCCC2)s1 | 1 | -2 | -2 | -4 | 1.5 | -4 | 9 | -8 | -2 | -2
CCOC(=O)c1cccc(NC(=O)Cn2cnc3c2c(=O)n(C)c(=O)n3C)c1 | -2 | 8 | 0 | 9 | -1.3 | -4 | -3 | -1 | 0 | 2
O=C(c1cc(-c2ccc(F)cc2)nc2ccccc12)N1CCC1 | -5 | 0 | 0 | 11 | -1.0 | 4 | 3 | 7 | -3 | -6
CCC(=O)N1CCc2cc(S(=O)(=O)N3CCc4ccccc43)ccc21 | 2 | 1 | -2 | 5 | -2.1 | 16 | 1 | 0 | -2 | 0
COC(=O)c1cc(=O)n(Cc2ccc(OC)c(OC)c2)c(=Nc2ccc(F)cc2)s1 | -2 | 1 | 0 | 0 | -0.7 | -2 | 2 | 0 | 4 | -8
CC1CCCC(C)N1/N=C/c1ccccc1F (centres undefined) | 9 | -2 | 4 | 4 | 3.0 | 4 | 2 | 0 | 6 | 7
CN(C)CCN(C)C1CN(Cc2ccc([N+](=O)[O-])cc2)S(=O)(=O)C1 (centres undefined) | 3 | 2 | -4 | -14 | -0.2 | -3 | -6 | 3 | 2 | -10
O=C(CNC(=O)c1ccco1)OCN1C(=O)c2ccccc2C1=O | 1 | -7 | 2 | -9 | -0.4 | -2 | 1 | 4 | 3 | 4
COc1cc(C(C)=O)ccc1OCC(O)CN1CCN(c2ccccc2)CC1 (centres undefined) | 0 | 10 | 1 | 5 | -0.5 | -1 | 0 | 6 | 3 | -4
Cc1cc(C)c2c(-n3cccc3)c(C(=O)NNS(=O)(=O)c3ccccc3)sc2n1 | 2 | 8 | -3 | -1 | -3.0 | 6 | -6 | -2 | -1 | 1
COc1cc2cc(CN(CCc3ccccc3C)C(=S)NCCCN(C)C)c(=O)[nH]c2cc1OC | 5 | -1 | 2 | 2 | 1.6 | 0 | -1 | -4 | 0 | -3
CN(C)C(=O)/C(=C/c1ccc(-c2cccc([N+](=O)[O-])c2)o1)NC(=O)c1ccccc1 | 2 | 3 | -3 | 6 | -1.2 | -1 | -1 | 1 | 3 | -4

# Rewritten as tab-separated lines: entries from further up.
compound	ABHD4 inh	TCR CD3 inh	UHRF1 MBD2 ctr	TDP2 absorb	PG9 Ab binder	SIAE inh	DDE Tn7 FP inh	HTRA1 inh	LEDGF integ inh	PRMT1 inh
CCC(CC)C(=O)Nc1nnc(S(=O)(=O)N2CCCCCC2)s1	1	-2	-2	-4	1.5	-4	9	-8	-2	-2
CCOC(=O)c1cccc(NC(=O)Cn2cnc3c2c(=O)n(C)c(=O)n3C)c1	-2	8	0	9	-1.3	-4	-3	-1	0	2
